Bioassay records: PubChem BioAssay, National Center for Advancing Translational Sciences (NCATS)
UDG counterscr – Primary qHTS assay for inhibitors of Activation Induced Cytidine Deaminase (AID): UDG Counterscreen signal | Potency, µM (doses to about 115 µM), for inactives: top-dose activity change, negative = inhibition, hits mostly inhibitors | FRET deamination/UDG coupled assay, UDG read, 4 h | 91,000 compounds, 0.14% hits | Uracil-DNA glycosylase | AID 1347430, 2020; further: nearly all actives have a fitted effect of over 65% in size
AID inh – Primary qHTS assay for inhibitors of Activation Induced Cytidine Deaminase (AID): AID signal; AID deamination FRET fluorescence, UDG-coupled, 4 h; Potency, µM (highest dose often 115 µM), for inactives: at the highest dose activity change, negative = inhibition, usual class: inhibitors; 91,000 compounds, 0.32% hits; AID 1347428, 2020; further: nearly all actives have a fitted effect of over 25% in size
Target sequence (Q9GZX7 whole entry, looked up): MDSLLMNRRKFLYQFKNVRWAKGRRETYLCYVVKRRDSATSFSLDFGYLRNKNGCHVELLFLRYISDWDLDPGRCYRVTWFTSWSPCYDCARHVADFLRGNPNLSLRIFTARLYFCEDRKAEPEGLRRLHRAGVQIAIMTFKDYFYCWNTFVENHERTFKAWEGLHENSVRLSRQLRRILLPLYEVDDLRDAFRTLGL
* hit, by the source's call; [ ] = remark or other dose. The call rests on the fitted dose curve; in most records, active means well fitted curve in the direction sought with a large enough effect; inconclusive means small, poorly fitted or top-dose-only effect, or another doubt; inactive means no such curve, though single readings can be large; an effect the other way counts as inactive or inconclusive. On the % scale 0 is the no-effect control and ±100 the full control effect; potency means the concentration at half of the fitted maximal effect. These rows are one share of the data, so the mix of outcomes need not match the whole.

For CCOC(=O)c1cnc2c(C)cc(Cl)cc2c1NCCc1ccc(OC)c(OC)c1 the results were UDG counterscr -6% and AID inh 3%.
`COc1cc(OC)c(NC(=O)c2cnn(-c3ccccc3)c2-n2cccc2)cc1Cl` gave UDG counterscr -3% and AID inh -3%.
`COc1ccc(CC(=O)NC2CC(=O)N(c3cccc(F)c3)C2)cc1` (centres undefined) gave UDG counterscr -3% and AID inh 4%.
For Cc1ccsc1CN(CC1CCCO1)C(=O)COc1ccccc1 (centres undefined) the results were UDG counterscr 2% and AID inh inconclusive.
For Cc1cc(C)cc(C(=O)NCC(=O)N(C)Cc2c(C)nn(-c3ccccc3)c2C)c1 the results were UDG counterscr -19% and AID inh -16%.
For COc1ccc(CNC(=O)c2cc(=O)[nH]c3ccc(S(=O)(=O)N4CCCC4)cc23)c(OC)c1 the results were UDG counterscr 9% and AID inh 11%.
O=C(CN1CCCCC1)Nc1oc2ccccc2c(=O)c1-c1ccc(Cl)cc1 was read as UDG counterscr 1% and AID inh -1%.
`Cc1ccc(S(=O)(=O)CC(=O)Nc2cc(C(C)(C)C)no2)cc1` gave UDG counterscr -8% and AID inh -5%.
Screening COc1ccc(CCNC(=O)Cn2cc(S(=O)(=O)Cc3ccccc3F)c3ccccc32)cc1OC returned UDG counterscr 24% and AID inh 43%[activator].
Screening CCNC(=O)C1CCN(c2nc3ccccc3nc2C(F)(F)F)CC1 returned UDG counterscr 6% and AID inh 0%.
`CCOC(=O)c1ccc(NC(=O)CSc2nccn2-c2cc(C)cc(C)c2)cc1` gave UDG counterscr -21% and AID inh -7%.
COC(=O)c1c(-c2cccs2)csc1NC(=O)c1ccc(OC)c(OC)c1 was read as UDG counterscr 7% and AID inh 39%[activator].
Screening COc1ccc(OC)c(CNC(=O)c2ccc(Sc3ccc(Cl)cc3)c(NC(C)=O)c2)c1 returned UDG counterscr -15% and AID inh -29%.
`CN(C)c1ccc(CN(CC2CCCO2)C(=O)c2ccc(Br)cc2)cc1` (centres undefined) gave UDG counterscr -3% and AID inh -23%.
For CCn1nc(C)c2c(-c3ccccc3)cc(=O)n(C(C)C(=O)NCc3cccc(OC)c3)c21 (centres undefined) the results were UDG counterscr -27% and AID inh -16%.

Taken from the listing, 13 compounds:
For CCOC(=O)c1cnc2c(C)cc(Cl)cc2c1NCCc1ccc(OC)c(OC)c1 the results were UDG counterscr -6% and AID inh 3%.
`COc1cc(OC)c(NC(=O)c2cnn(-c3ccccc3)c2-n2cccc2)cc1Cl` gave UDG counterscr -3% and AID inh -3%.
`COc1ccc(CC(=O)NC2CC(=O)N(c3cccc(F)c3)C2)cc1` (centres undefined) gave UDG counterscr -3% and AID inh 4%.
For Cc1ccsc1CN(CC1CCCO1)C(=O)COc1ccccc1 (centres undefined) the results were UDG counterscr 2% and AID inh inconclusive.
For Cc1cc(C)cc(C(=O)NCC(=O)N(C)Cc2c(C)nn(-c3ccccc3)c2C)c1 the results were UDG counterscr -19% and AID inh -16%.
For COc1ccc(CNC(=O)c2cc(=O)[nH]c3ccc(S(=O)(=O)N4CCCC4)cc23)c(OC)c1 the results were UDG counterscr 9% and AID inh 11%.
O=C(CN1CCCCC1)Nc1oc2ccccc2c(=O)c1-c1ccc(Cl)cc1 was read as UDG counterscr 1% and AID inh -1%.
`Cc1ccc(S(=O)(=O)CC(=O)Nc2cc(C(C)(C)C)no2)cc1` gave UDG counterscr -8% and AID inh -5%.
Screening COc1ccc(CCNC(=O)Cn2cc(S(=O)(=O)Cc3ccccc3F)c3ccccc32)cc1OC returned UDG counterscr 24% and AID inh 43%[activator].
Screening CCNC(=O)C1CCN(c2nc3ccccc3nc2C(F)(F)F)CC1 returned UDG counterscr 6% and AID inh 0%.
`CCOC(=O)c1ccc(NC(=O)CSc2nccn2-c2cc(C)cc(C)c2)cc1` gave UDG counterscr -21% and AID inh -7%.
COC(=O)c1c(-c2cccs2)csc1NC(=O)c1ccc(OC)c(OC)c1 was read as UDG counterscr 7% and AID inh 39%[activator].
Screening COc1ccc(OC)c(CNC(=O)c2ccc(Sc3ccc(Cl)cc3)c(NC(C)=O)c2)c1 returned UDG counterscr -15% and AID inh -29%.

Additional records:
For CC(=O)NNC(=S)NC1CC2CCC1C2 (centres undefined) the results were UDG counterscr -1% and AID inh -2%.
For Cc1ccc(NC(=O)Cn2c(CCC(=O)O)ccc2-c2ccc(Cl)cc2)cc1 the results were UDG counterscr 1% and AID inh -17%.
`COc1ccccc1NC(=O)Cn1cnc2ccc(S(=O)(=O)N3CCC(C)CC3)cc2c1=O` gave UDG counterscr 4% and AID inh 11%.
Screening CCc1cccc(NC(=O)C2CCN(S(=O)(=O)c3cccc(-c4noc(C)n4)c3)CC2)c1 returned UDG counterscr 79µM* and AID inh -22%.
Screening CCN1CCN(C(=O)c2cc(-c3ccc(OC)cc3)nc3ccccc23)CC1 returned UDG counterscr 2% and AID inh 3%.
`O=C(O)CSCc1ccsc1` gave UDG counterscr 1% and AID inh -5%.
`CCOc1ccc(NC(=O)Cn2nnc3sc4c(c3c2=O)CC(C)(CC)OC4)cc1` (centres undefined) gave UDG counterscr 3% and AID inh 1%.
For COCCn1c(SCC(C#N)CCC#N)nnc1-c1ccc(Cl)cc1 (centres undefined) the results were UDG counterscr 3% and AID inh 0%.
For CCC(CO)NC(=O)C(=O)Nc1c2c(nn1-c1ccc(F)cc1)CSC2 (centres undefined) the results were UDG counterscr 4% and AID inh 0%.
Screening CCCc1c(C)nc2ncnn2c1Nc1cc(C)cc(C)c1 returned UDG counterscr 8% and AID inh -2%.
For CC(Sc1nnc(-c2ccco2)n1C)C(=O)N1CCc2ccccc2C1 (centres undefined) the results were UDG counterscr -9% and AID inh -3%.
For C[C@H](NC(=O)C1CC(=O)N(c2ccc(F)cc2)C1)C(=O)NCCc1c[nH]c2ccccc12 (some centres undefined) the results were UDG counterscr -5% and AID inh 2%.
Cc1ccc(-n2c(=O)c3c(cnn3C)n(CC(=O)Nc3ccccc3C)c2=O)cc1 was read as UDG counterscr inconclusive and AID inh 9%.
COc1ccc2c(c1)c(C(C(=O)O)N1CCN(Cc3ccccc3)CC1)cn2CCC(=O)O (centres undefined) was read as UDG counterscr 3% and AID inh inconclusive.
`Cc1ccc(CN(C(=O)COc2ccc(C(C)(C)C)cc2)C2CCS(=O)(=O)C2)o1` (centres undefined) gave UDG counterscr -4% and AID inh -8%.
Screening COc1cc2c(cc1OC)C(COc1ccc(C(C)C)cc1)N(C(=O)c1ccc(S(=O)(=O)N3CCCC3)cc1)CC2 (centres undefined) returned UDG counterscr -17% and AID inh 15%.
Screening CCOc1ccc(NC(=O)CCn2c(=O)c3cccn3c3cccnc32)cc1 returned UDG counterscr -1% and AID inh -26%.
Screening Cc1ccc(-c2noc(-c3ccccc3OCC(=O)Nc3ccccc3[N+](=O)[O-])n2)cc1 returned UDG counterscr 29% and AID inh 5%.
`O=C(Cc1cccc2cccnc12)NCc1ccccc1` gave UDG counterscr 0% and AID inh -2%.
`Cc1cccc(NC(=O)c2oc3ccccc3c2NC(=O)Cc2coc3ccc(C(C)C)cc23)c1` gave UDG counterscr -24% and AID inh -4%.
`COc1cccc(C(=O)Nc2ccc3oc(-c4ccccc4)cc(=O)c3c2)c1` gave UDG counterscr 9% and AID inh 4%.
Screening CCCN(C(=O)Cn1ncc2c1-c1ccccc1OC2)c1cccc(C)c1 returned UDG counterscr inconclusive and AID inh -12%.
Screening Clc1sc(C=Nc2cccc3ccccc23)c(Cl)c1Cl returned UDG counterscr -3% and AID inh 36%[activator].
`Cc1nc(C)c(CC(=O)Nc2nnc(C3CCCCC3)s2)c(=O)[nH]1` gave UDG counterscr -4% and AID inh 1%.
For COc1ccccc1NC(=O)CSCc1cc(=O)c2c(C)cc(C)cc2[nH]1 the results were UDG counterscr inconclusive and AID inh inconclusive.
O=C(O)Cn1cc(C(C(=O)O)N2CCN(CC(=O)N3CCCC3)CC2)c2ccc(F)cc21 (centres undefined) was read as UDG counterscr -4% and AID inh 8%.
CC1(C)CC(NC(=S)NCCc2ccccc2)CC(C)(C)N1 was read as UDG counterscr -2% and AID inh -5%.
CC(=O)c1cc(C(C)(C)C)cc(C(C)(C)C)c1 was read as UDG counterscr -5% and AID inh -8%.
`Cc1ccc(C)c(Sc2ccc(NC(=O)/C=C/c3cccs3)cc2)c1` gave UDG counterscr -7% and AID inh -14%.
O=C(COC(=O)c1c(Cl)cccc1Cl)NCc1ccc2c(c1)OCO2 was read as UDG counterscr -4% and AID inh -14%.
CCOc1ccc(Cl)cc1/C=C(\C#N)c1nc2cc(C)c(C)cc2[nH]1 was read as UDG counterscr -7% and AID inh -5%.
For Cc1ccc(C)c(NC(=O)C2CCCN(c3ncnc4onc(C)c34)C2)c1 (centres undefined) the results were UDG counterscr -3% and AID inh 20%.
For CCOC(=O)Nc1ccc(NS(=O)(=O)c2ccc(F)cc2C)cc1 the results were UDG counterscr -9% and AID inh 1%.
`CC1C(=O)N2CCCc3cc(S(=O)(=O)Nc4ccc(Br)cc4F)cc1c32` (centres undefined) gave UDG counterscr -5% and AID inh 1%.
CC(=O)NCc1ccc(C(=O)CCl)o1 was read as UDG counterscr -7% and AID inh 15%.
Screening Nc1c(N(Cc2ccccc2)C(=O)C2=COCCO2)c(=O)[nH]c(=O)n1Cc1ccccc1 returned UDG counterscr 7% and AID inh 3%.
For O=C(NCCc1ccc(Cl)cc1)c1cnc2sc(N3CCCC3)nn2c1=O the results were UDG counterscr 4% and AID inh -9%.
For Cc1ccc2cc(C(=O)NC3CCS(=O)(=O)C3)[nH]c2c1 (centres undefined) the results were UDG counterscr 1% and AID inh 4%.
CC1CCN(C(=O)c2cc3ccc(C(C)C)cc3[nH]2)CC1 was read as UDG counterscr 9% and AID inh 4%.
`COc1ccccc1N1CCN(Cc2cc(COC(C)C)c3cccnc3c2O)CC1` gave UDG counterscr -8% and AID inh 18%.
N#C/C(=C\c1ccc(O)c(O)c1)C(=O)NCc1ccccc1 was read as UDG counterscr 1% and AID inh -6%.
For COc1ccc2c(c1)CCc1sc(NC(=O)c3ccc(Br)cc3)nc1-2 the results were UDG counterscr -12% and AID inh 161%[activator].
For Cc1ccccc1NC(=O)[C@H](CSCc1ccccc1)N1Cc2ccccc2C1=O the results were UDG counterscr -2% and AID inh -14%.
`CCOc1ccccc1CNC(=O)C1CCN(C2=NS(=O)(=O)C(c3ccc(C)c(C)c3)=C2C)CC1` gave UDG counterscr 23% and AID inh -2%.
For CCOc1ccc(NC(=O)Cn2c(CCC(=O)O)ccc2-c2ccc(C)cc2)cc1 the results were UDG counterscr -2% and AID inh -11%.
COc1ccc(C2CC(=O)Nc3c(C(=O)O)cn(-c4ccccc4Cl)c32)c(OC)c1OC (centres undefined) was read as UDG counterscr -17% and AID inh -12%.
O=C(c1cncn1-c1ccc(F)cc1)N1CCN(S(=O)(=O)c2cc(Cl)ccc2Cl)CC1 was read as UDG counterscr -11% and AID inh -14%.
Cc1ccc2[nH]c(CSc3nnc(C)s3)cc(=O)c2c1 was read as UDG counterscr -9%[57.5 µM] and AID inh -14%.
`Cn1c(=O)[nH]c(=O)c2c1nc(NCCN1CCOCC1)n2Cc1ccc(F)cc1` gave UDG counterscr 9% and AID inh 7%.
For COc1ccc2c(CN3CCN(C(=O)C4COc5ccccc5O4)CC3)cc(=O)oc2c1 (centres undefined) the results were UDG counterscr -5% and AID inh -5%.
For Cc1ccc(-c2cc3ccccc3[nH]2)cc1 the results were UDG counterscr -3% and AID inh 6%.
Screening O=C(COC(=O)C12CC3CC(CC(C3)C1)C2)Nc1ccc2c(c1)OCO2 returned UDG counterscr inconclusive and AID inh -2%.
Cc1ccc(C(=O)Nc2cc3nn(-c4ccccc4)nc3cc2Cl)c(C)c1 was read as UDG counterscr 0% and AID inh 11%.
`N#Cc1ccc(-c2cccs2)nc1SCc1c(F)cccc1Cl` gave UDG counterscr -1% and AID inh -6%.
Screening O=C(CN1CCC(c2nc3ccccc3s2)CC1)C12CC3CC(CC(C3)C1)C2 returned UDG counterscr -8% and AID inh 36%[activator].
COc1ccc(Cn2c(CO)cnc2SCc2ccc(F)cc2)cc1 was read as UDG counterscr -24% and AID inh inconclusive.
COc1cccc(C2C(C(=O)Nc3ccc(C)cc3C)=C(C)Nc3c(C(=O)Nc4ccccc4)cnn32)c1 (centres undefined) was read as UDG counterscr -2% and AID inh 12%.
Screening CSc1ccc(/C=N/Nc2ccc(Cl)c(Cl)c2)cc1 returned UDG counterscr -10% and AID inh -16%.
ClC(C[n+]1ccccc1)C[n+]1ccccc1 was read as UDG counterscr -15% and AID inh 41%[activator].
For CCc1ccc(NC(=O)c2cc3ncccn3n2)cc1 the results were UDG counterscr -5% and AID inh -18%.
For Cc1cc(C)cc(-n2c(SCC(=O)N3CCCCCC3)nc3c([nH]c4ccccc43)c2=O)c1 the results were UDG counterscr 1% and AID inh 17%.
Screening CCCc1ccc(OCC(=O)Nc2sc3c(c2C(=O)OC)CCCCC3)cc1 returned UDG counterscr -2% and AID inh 7%.
For COc1cc(OC)cc(-c2nc3n(n2)C(c2ccccc2F)C(C(=O)Nc2cccnc2)=C(C)N3)c1 (centres undefined) the results were UDG counterscr -2% and AID inh -1%.
COc1ccc(Cn2c(C(=O)O)c(CNCCc3cccs3)c3ccc(C)cc32)cc1 was read as UDG counterscr -13%[57.5 µM] and AID inh -5%.
